Bioassay records (PubChem BioAssay)
All columns: NCI-60 one-dose screen, growth in % after 48 h at 10 µM unless noted; 100 = growth as untreated, 0 = no growth, -100 = all killed.
OVCAR-5 = OVCAR-5 ovarian cancer; 82,000 compounds, 2.9% hits; AID 1794783
PC-3 = PC-3 prostate cancer cells; AID 1794754; 80,000 compounds, 3.9% hits
SK-OV-3 = SK-OV-3 ovarian cancer cells | AID 1794785 | 80,000 compounds, 3.2% hits
DU-145 = DU-145 prostate cancer | AID 1794760 | 81,000 compounds, 4.2% hits
IGROV1 = IGROV1 ovarian cancer; 79,000 compounds, 4.7% hits
OVCAR-3 = OVCAR-3 ovarian cancer; 79,000 compounds, 7% hits; AID 1794787
OVCAR-8 = OVCAR-8 ovarian cancer; 81,000 compounds, 4.4% hits
OVCAR-4 = OVCAR-4 ovarian cancer cells. 80,000 compounds, 3.7% hits. AID 1794784
Numbers without * were called inactive; / = not tested or not shown; & = joins results of further samples. The calls were made as follows: active = growth percent below 10; inactive = the rest.

#	smiles	OVCAR-5	PC-3	SK-OV-3	DU-145	IGROV1	OVCAR-3	OVCAR-8	OVCAR-4
1	CCOC(=O)c1nn(-c2ccc(S(N)(=O)=O)cc2)c2nc(C)cc(=O)n12	117	101	105	108	99	110	105	102
2	CC1(c2ccc(N)cc2)N=C(N)Nc2nc3ccccc3n21 (stereo unspecified)	104	98	81	105	76	131	91	121
3	O=C(Nc1ccc([N+](=O)[O-])cc1)C(c1ccccc1)c1ccccc1	110	77	97	110	117	90	84	/
4	O=C1OCCN1/N=C/c1ccco1	107	93	102	114	102	112	112	103
5	O=C1/C(=C/c2ccccc2)CN(C(=O)C(Cl)Cl)C/C1=C\c1ccccc1	32	-33*	90	-14*	-25*	-53*	11	30
6	O=C(NC(=S)Nc1ccccc1Cl)c1ccccc1	102	103	105	121	85	103	110	99
7	OCC(CO)(CCl)CCl	98	80	89	105	109	105	101	109
8	Nc1nc2c(ncn2[C@@H]2O[C@H](CS)[C@@H](O)[C@H]2O)c(=O)[nH]1	93	101	/	105	103	104	99	99
9	CC1CCS(=O)(=O)C1 (stereo unspecified)	104	107	117	108	116	116	107	99
10	O=S(=O)(O)C1CC(S(=O)(=O)O)NC(S(=O)(=O)O)C1 (stereo unspecified)	92	104	102	112	107	106	104	107
11	Cn1cc(-c2nc(N)nnc2-c2c[nH]c3ccc(Br)cc23)c2cc(Br)cnc21	22	3.4*	9.6*	14	14	0.6*	1.6*	33
12	Brc1ccc(-c2nnc(CSc3nnc(-c4ccncc4)o3)o2)cc1	106	98	94	105	90	89	98	99
13	CC/C(=N/OCc1ccccc1)C(=O)O	103	76	82	107	103	111	93	106
14	O=C(COc1ccc(NC(=O)Nc2ccc(Cl)cc2)cc1)N=Nc1c(O)[nH]c2ccc([N+](=O)[O-])cc12	69	47	85	60	79	-56*	16	-12*
15	CS(=O)(=O)c1ccc(-c2nc3cc(Cl)ccc3n2CC(=O)O)cc1	94	90	78	108	92	101	88	94
16	O=C(/C=C/c1coc(-c2ccccc2)n1)c1ccc(F)cc1	90	92	/	95	96	96	95	94
17	NC(=O)NC(=O)c1nc2ccccc2[nH]c1=O	97	94	106	105	104	113	99	99
18	SCCNCc1ccccc1	111	98	/	110	112	107	110	111
19	COc1ccc(C2CC(c3cccs3)=NN2c2ccc(S(=O)(=O)NC(=O)NCc3cccc(OC)c3)cc2)cc1 (stereo unspecified)	113	96	83	106	108	106	107	103
20	CCOC(=O)c1nc2cc(C#N)ccn2c1C(C)=O	108	88	110	105	103	114	93	108
21	COc1cc(C)c(C2C(C#N)=C(N)Oc3n[nH]c(-c4cccs4)c32)cc1C(C)C (stereo unspecified)	115	95	98	108	108	109	89	103
22	COc1ccc(Oc2nccc(-c3cn(CC(N)=O)nc3-c3cc(C)cc(OC)c3)n2)cc1	108	91	106	95	98	104	93	102
23	O=C(N/N=C/c1ccc(O)c(O)c1)c1ccccc1	100	82	97	107	74	100	85	68
24	CC(=O)O[C@H]1CC[C@@]2(C)C(=CC[C@@H]3[C@@H]2CC[C@]2(C)C(Cl)=C(c4nc5ccccc5[nH]4)C[C@@H]32)C1	95	63	113	95	112	99	101	80
25	CC(=O)c1nn(-c2ccccc2)/c(=N\N=C\c2coc3ccc(F)cc3c2=O)s1	110	93	99	111	87	111	107	108
26	OCC1OC(n2cnc3ccccc32)CC1O (stereo unspecified)	109	96	107	133	100	124	108	104
27	Oc1ccccc1-c1cn2ccnc2c(-c2ccc(Cl)cc2)n1	108	73	56	93	58	76	75	88
28	O=C(NCCNc1nccc(-n2ccc3cccnc32)n1)c1c(F)cccc1F	108	101	118	106	107	111	109	111
29	Cc1ccc(S(=O)(=O)Nc2ccc(Br)cc2C(N)=O)cc1	112	105	108	114	103	112	115	108
30	O=C(Cl)N(c1ccccc1)c1ccccc1	107	95	125	114	126	120	84	111
31	Cc1ccc(C)c(C(=O)CC(C)C(=O)O)c1 (stereo unspecified)	105	102	105	112	102	112	105	106
32	CC(C)c1c(C(=O)Nc2ccccc2)c(-c2ccccc2)c(-c2ccc(F)cc2)n1CC[C@@H]1CC=CC(=O)O1	57	-39*	32	26	-28*	-73*	-20*	20
33	CCc1cc2c(cc1C(C)=O)C(C)(C)CCC2(C)C	98	100	95	110	88	95	91	98
34	NC(CSC1(c2ccccc2)c2ccccc2-c2ccccc21)C(=O)O (stereo unspecified)	101	95	101	109	98	111	108	105
35	CCCCCC(C)(O)CCC (stereo unspecified)	101	91	98	99	99	111	109	107
36	CCOC(=O)c1c(C)nc2c(c1N)/C(=C/c1ccccc1[N+](=O)[O-])C(=O)N2Cc1cccc(OC)c1	83	86	105	100	102	102	/	92
37	CCOC(=O)c1c2ncccc2n2c(=O)n(-c3cccc(Cl)c3)nnc12	69	85	76	100	89	96	17	73
38	COc1ccccc1C1=C(Br)C(=O)c2nc(C)ccc2C1=O	110	101	/	109	97	81	97	98
39	CC(=O)[C@H]1CC[C@H]2[C@@H]3CCC4=CC(=O)C=C[C@]4(C)[C@H]3CC[C@]12C	93	88	104	108	95	106	92	87
40	Cc1ccc(OCC(=O)O)c(C)c1	100	90	103	111	103	105	99	103
41	CCCN1C(=O)[C@H]2Cc3c([nH]c4ccccc34)[C@H](C)N2C1=S	76	81	75	103	97	96	95	89
42	CCOc1cc(N)ccc1C(=O)NCCCN(CC)CC	94	101	110	/	96	105	118	109
43	COc1cc(-c2cc(/C=C3\CCCCC3=O)[nH]n2)cc(OC)c1OC	103	89	128	95	/	104	102	95
44	COc1cc2c(cc1OC)[C@H](C(=O)O)C(c1ccc3c(c1)OCO3)N(C)C2=O (stereo partly specified)	95	83	111	126	36	120	107	111
45	CCCCC(c1ccccc1)c1ccccn1 (stereo unspecified)	114	84	109	114	111	113	109	97
46	Clc1ccc(-c2nnc(-c3ccco3)o2)cc1	82	97	102	99	94	107	/	95
47	COC(=O)C1CCCNOC12CCCCC2 (stereo unspecified)	115	106	101	116	105	125	104	105
48	O=C(CCc1ccc(-c2ccccc2)o1)Nc1ncc(Cc2ccc(F)cc2)s1	96	88	104	105	104	105	98	97
49	Cc1cccc(Cl)c1NC(=O)NCCCN1CCOCC1	107&103	103&99	113&101	108&112	112&104	103&114	115&98	104&104
50	CCCn1c(=S)sc2c(N3CCN(C)CC3)nc(C)nc21	90	90	114	125	97	122	98	96
51	CC(=O)OCC(OC(C)=O)C(OC(C)=O)C(COC(C)=O)OC(C)=O (stereo unspecified)	107	96	92	111	104	111	107	102
52	O=c1oc2ccccc2cc1-c1nnc(SCc2ccccc2)o1	92	95	108	103	98	107	106	103
53	O=C1CCC23OC(C(O)c4ccccc4N12)C1C(c2ccccc2)=NOC13 (stereo unspecified)	104	93	99	105	96	107	107	117
54	CC(=O)Cc1nsc(NC(=O)c2ccc(COc3cccc(C)c3)o2)n1	103	97	109	107	107	112	101	103
55	CCCCOc1nc2c(C)cccc2cc1-c1cc(-c2ccc(Cl)cc2)nc(-c2ccc(Cl)cc2)c1	97	95	103	109	105	111	97	110
56	O=C(c1ccc(Cl)cc1)N1CCCCC1	102	98	105	115	105	112	106	113
57	Cc1c(C(=O)OCCO)cc(-c2ccc(Cl)cc2)n1-c1cccc(O)c1	102	90	112	103	103	110	93	102
58	O=c1c2cc(F)ccc2sc2c(Nc3ccccc3)nc3ccccc3c12	91	100	101	93	101	108	100	86
59	COc1cccc(-c2nc3sccn3c2-c2ccnc(NCCN3CCCNS3(=O)=O)n2)c1	112	94	55	79	75	102	84	81
60	COc1ccc(/C=c2/nc3n(-c4ccccc4)c4n(n-3c2=O)N(N)/C(=N/N)NN=4)cc1	147	91	83	107	99	96	105	98

(further entries)
item | mol | OVCAR-5 | PC-3 | SK-OV-3 | DU-145 | IGROV1 | OVCAR-3 | OVCAR-8 | OVCAR-4
61 | CC(C)(C)Nc1c(-c2ccc(-c3ccccc3)cc2)nc2cnccn12 | 90 | 87 | 82 | 92 | 82 | 87 | 88 | 68
62 | Cc1cn(C2CC(O)C(COP(=O)(O)O)O2)c(=O)[nH]c1=O (stereo unspecified) | 104 | 83 | 109 | 113 | 109 | 110 | 113 | 113
63 | CCSc1nc(N)c2c(-c3ccc(Cl)cc3)c3c(nc2n1)C(C)CCC3 (stereo unspecified) | 88 | 75 | 85 | 113 | 61 | 102 | 94 | 72
64 | C=CCn1c(C)nc2cc(Nc3nc(Cl)nc4nc[nH]c34)ccc21 | 93 | 79 | 100 | 108 | 110 | 107 | 100 | 98
65 | CCCCCCCC(=O)Oc1ccc(Cl)cc1 | 100 | 94 | 115 | 100 | 105 | 98 | 108 | 109
66 | CCc1nc(N)c(C)c(CC)n1 | 116 | 98 | 109 | 113 | 113 | 113 | 105 | 121
67 | CCN(CC)c1ccc(/C=C/c2ccnc3ccccc23)cc1 | 105 | 65 | / | 99 | / | 104 | 82 | 85
68 | COc1ccccc1NCCCO | 95 | 92 | 99 | 105 | 101 | 111 | 100 | /
69 | Cc1nc2cc(NC(=O)CN3CCN(CCN4C(=O)c5cccc6cccc(c56)C4=O)CC3)ccc2s1 | 72 | / | 66 | 57 | 44 | 74 | 30 | 61
70 | CCOc1ccccc1/C=N/N=C(N)N | 113 | 81 | 99 | 109 | 93 | 111 | 97 | 88
71 | CCC(C)(C)c1ccc(OCCCCN2CCN(c3ccncc3)CC2)cc1 | 69 | 19 | 32 | 61 | 56 | 51 | 67 | 56
72 | c1ccc(C2OCC3(CO2)COC(c2ccccc2)OC3)cc1 (stereo unspecified) | 112 | 105 | 112 | 116 | 118 | 127 | 115 | /
73 | CCC(c1ccc2cc(OC)ccc2c1)C(C)(C)C(=O)F (stereo unspecified) | 103 | / | 102 | 101 | 53 | 108 | 84 | 91
74 | O=S(=O)(Nc1ccc(I)cc1F)c1ccc(-c2cnc(C3CC3)o2)cc1 | 88 | 68 | 72 | 78 | 45 | 16 | 70 | 60
75 | c1cnc2[nH]c3cc4c(cc3c2c1)OCO4 | 94 | 80 | 98 | 109 | / | 111 | 93 | 96
76 | Cc1ccc(NC(=S)NNC(=O)c2cn3c4c(c(N5CCN(C)CC5)c(F)cc4c2=O)OCC3C)cc1 (stereo unspecified) | 102 | 95 | 105 | 108 | 106 | 113 | 101 | 94

Some of these compounds in order of heavy-atom count, largest number first:
item | mol | OVCAR-5 | PC-3 | SK-OV-3 | DU-145 | IGROV1 | OVCAR-3 | OVCAR-8 | OVCAR-4
69 | Cc1nc2cc(NC(=O)CN3CCN(CCN4C(=O)c5cccc6cccc(c56)C4=O)CC3)ccc2s1 | 72 | / | 66 | 57 | 44 | 74 | 30 | 61
71 | CCC(C)(C)c1ccc(OCCCCN2CCN(c3ccncc3)CC2)cc1 | 69 | 19 | 32 | 61 | 56 | 51 | 67 | 56
74 | O=S(=O)(Nc1ccc(I)cc1F)c1ccc(-c2cnc(C3CC3)o2)cc1 | 88 | 68 | 72 | 78 | 45 | 16 | 70 | 60
72 | c1ccc(C2OCC3(CO2)COC(c2ccccc2)OC3)cc1 (stereo unspecified) | 112 | 105 | 112 | 116 | 118 | 127 | 115 | /
70 | CCOc1ccccc1/C=N/N=C(N)N | 113 | 81 | 99 | 109 | 93 | 111 | 97 | 88
68 | COc1ccccc1NCCCO | 95 | 92 | 99 | 105 | 101 | 111 | 100 | /

(next part)
item | mol | OVCAR-5 | PC-3 | SK-OV-3 | DU-145 | IGROV1 | OVCAR-3 | OVCAR-8 | OVCAR-4
77 | Cc1cc(N2CCN(CC(=O)Nc3ccc4c(ccn4C)c3)CC2)nc(N2CCCCCC2)n1 | 100 | 83 | 84 | 94 | 84 | 83 | 83 | 92
78 | CN(C)CSc1nc2ccccc2s1 | 94 | 75 | 85 | 105 | 84 | 100 | 104 | 102
79 | Cc1nc(Nc2nc3ccc(F)cc3s2)nc(-c2ccccc2)c1C(=O)Nc1ncccn1 | 107 | 83 | 104 | 110 | 102 | 104 | 100 | 105
80 | CC1OC(=O)c2cc3ccccc3nc21 (stereo unspecified) | 107 | 98 | 99 | 116 | 113 | 118 | 103 | /
81 | CC(C)Sc1nc(NN)c(C#N)c(-c2ccccc2)n1 | 93 | 85 | 108 | 108 | 86 | 100 | 97 | 94
82 | COc1ccc(C(=O)n2nc(-c3cccc(Cl)c3)nc2N)cc1 | 96 | 98 | 115 | 97 | 99 | 99 | 108 | 99
83 | O=C(Nc1cccc2c1C(=O)c1c(O)ccc(NC(=O)c3ccccc3)c1C2=O)c1ccccc1 | 106 | 89 | 85 | 110 | 75 | 99 | 96 | 96
84 | O=C(NCCO)c1ncc(-c2ccc(C(F)(F)F)cc2)c(NC2CCCCCC2)n1 | 101 | 87 | 102 | 107 | 118 | 99 | 94 | 102
85 | COc1ccc(/C=C2\C=C(c3ccccc3)N(CCc3ccccc3)C2=O)cc1OC | 67 | 54 | -30* | 69 | 49 | 28 | 26 | -5.5*
86 | Cc1cc(C)c(N=Nc2cc(C)c(N)cc2C)c(S(=O)(=O)O)c1 | 112 | 91 | 90 | 112 | 89 | 105 | 95 | 105
87 | CC[C@H](Nc1ncnc2nc[nH]c12)c1nc2cccc(C(=O)Nc3ncc(C(=O)NO)cn3)c2c(=O)n1-c1ccccc1 | 101 | 91 | 96 | 107 | 107 | 108 | 99 | 101
88 | Cc1ccc(S(=O)(=O)Oc2ccc(C)cc2Br)cc1 | 93 | 95 | 97 | 104 | 101 | 102 | 100 | 85
89 | COc1ccc(-c2nc(Nc3ccc(-c4nc5ccccc5[nH]4)cc3)nc(N3CCOCC3)n2)cc1 | 66 | 2.3* | 20 | 38 | 34 | 5.2* | 39 | 60
90 | CC(C)(Sc1cc(C(C)(C)C)c(OC(=O)CCCC(=O)O)c(C(C)(C)C)c1)Sc1cc(C(C)(C)C)c(OC(=O)CCCC(=O)O)c(C(C)(C)C)c1 | 76 | 36 | 92 | 51 | 37 | 21 | 36 | 80
91 | C#CCOC(=O)c1ccc(C)cc1 | 100 | 90 | 95 | 103 | 104 | 107 | 101 | 101
92 | O=C1/C(=C/c2cn(-c3ccccc3)nc2-c2cccc([N+](=O)[O-])c2)SC(=S)N1Cc1ccc2c(c1)OCO2 | 102 | 104 | 99 | 112 | 111 | 106 | 105 | 105
